A549 viability: kills or reduces viability of A549 cells in Nrf2 counter-screen; A549 ARE-Fluc cells, CellTiter-Fluor viability, 18-24 h; Potency, µM (titrated, usually from 46 µM), without a hit: top-dose activity change, negative = cytotoxicity, usual class: inhibitors; actives 0.16% (n = 390,000); AID 504648; note: % is set by controls: 0 for no effect and ±100 for the full control effect
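A549 ARE_Fluc cells in 5% FBS OPTI-MEM were exposed to compounds in concentration-response for 18-24 h at 37 deg C. Viability was read by CellTiter-Fluor fluorescence (Ex 405/Em 525) after 30 min, before the luciferase read.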
Nrf2 inh: inhibitors of Nrf2 signaling. A549 ARE-Fluc reporter, luciferase luminescence, 18-24 h. Potency, µM (doses to about 46 µM), without a hit: at the highest dose activity change, negative = inhibition, most hits filed as inhibitors. actives 2.1% (n = 360,000); note: % is set by controls: 0 for no effect and ±100 for the full control effect; nearly all actives have a fitted effect of over 60% in size
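A549 ARE_Fluc cells, 5000/well, 5% FBS OPTI-MEM; compounds in dose-response, 18-24 h at 37 °C/5% CO2; CellTiter-Fluor viability read (Ex 405/Em 525), then BugLite luciferase luminescence = Nrf2 activity.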
MCF10A rereplic: DNA re-replication induction in MCF 10a cells | AID 624296 | actives 2.9% (n = 350,000) | MCF 10A DNA re-replication, Hoechst nuclear intensity, 48 h | Potency, µM (doses to about 46.1 µM), without a hit: at the top dose activity, positive = re-replication, usual class: activators; note: % of control where 0% means no effect; nearly all actives have a fitted effect of over 50% in size
ATXN viability: viability counter-screen for ATXN expression inhibitors. Potency, µM (top dose mostly 56.7 µM), hits mostly cytotoxic. S2 cells (HEK-293 line with an ATXN2-luciferase reporter) viability, CellTiter-Fluor protease fluorescence, 24 h. actives 0.49% (n = 400,000); note: nearly all actives have a fitted effect of over 40% in size
EPAC2 antagonist: EPAC2 (human) antagonism; Q8WZA2; EPAC2 GEF exchange of Rap1B-BODIPY-GDP, fluorescence; Potency, µM (series often up to 114 µM), without a hit: top-dose activity, negative = inhibition, actives largely listed as inhibitors; actives 0.18% (n = 360,000); AID 720708; note: % is set by controls: 0 for no effect and ±100 for the full control effect; nearly all actives have a fitted effect of over 45% in size; many of its hits are not listed in these tables
Target sequence (Q8WZA2 whole entry, looked up): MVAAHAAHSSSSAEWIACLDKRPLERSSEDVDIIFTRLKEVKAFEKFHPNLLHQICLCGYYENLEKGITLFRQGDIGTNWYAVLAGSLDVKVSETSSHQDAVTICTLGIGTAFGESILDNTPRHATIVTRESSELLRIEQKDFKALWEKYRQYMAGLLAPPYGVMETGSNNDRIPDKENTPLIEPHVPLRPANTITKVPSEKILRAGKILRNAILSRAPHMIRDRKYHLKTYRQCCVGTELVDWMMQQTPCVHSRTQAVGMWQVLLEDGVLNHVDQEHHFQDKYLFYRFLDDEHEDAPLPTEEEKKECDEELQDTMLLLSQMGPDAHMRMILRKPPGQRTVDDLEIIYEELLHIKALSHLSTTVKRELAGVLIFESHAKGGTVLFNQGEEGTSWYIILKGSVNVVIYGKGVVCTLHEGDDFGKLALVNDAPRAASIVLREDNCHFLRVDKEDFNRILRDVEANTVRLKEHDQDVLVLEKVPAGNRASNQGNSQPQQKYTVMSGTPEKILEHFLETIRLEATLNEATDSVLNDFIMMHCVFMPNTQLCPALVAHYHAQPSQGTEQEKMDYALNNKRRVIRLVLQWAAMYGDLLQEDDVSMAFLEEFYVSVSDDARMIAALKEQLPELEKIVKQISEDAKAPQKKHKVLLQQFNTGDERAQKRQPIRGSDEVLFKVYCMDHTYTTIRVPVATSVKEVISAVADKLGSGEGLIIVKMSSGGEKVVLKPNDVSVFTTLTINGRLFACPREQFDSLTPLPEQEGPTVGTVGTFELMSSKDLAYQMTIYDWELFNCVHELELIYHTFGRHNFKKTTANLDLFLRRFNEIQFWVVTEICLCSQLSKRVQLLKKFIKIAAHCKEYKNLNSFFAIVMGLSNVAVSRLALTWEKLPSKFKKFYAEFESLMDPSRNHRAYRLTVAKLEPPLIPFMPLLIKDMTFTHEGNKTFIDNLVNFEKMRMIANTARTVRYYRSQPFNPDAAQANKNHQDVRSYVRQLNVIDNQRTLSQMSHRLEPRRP
TGFb inhibitor: inhibitors of TGF-b signaling. HepG2 CAGA-GFP TGF-b/SMAD3 reporter, GFP fluorescence, 18 h; TGF-beta stimulated, 500 pg/mL final. Potency, µM (highest dose often 46.1 µM), for the others: at the highest dose activity, negative = inhibition, actives largely listed as inhibitors. actives 1.2% (n = 410,000). AID 588855; note: % is set by controls: 0 for no effect and ±100 for the full control effect; nearly all actives have a fitted effect of over 65% in size
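Using HEPG2 CAGA-GFP reporter cells at 1000 cells/well, we pinned test compounds, stimulated with recombinant TGF-beta (500 pg/mL final) and measured total well GFP after 18 h.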
HepG2 tox: counter-screen for TGF-b inhibitors: cytotoxicity in HepG2 cells | HepG2 CAGA-GFP viability, ATP luminescence, 18 h | Potency, µM (titrated, usually from 46.1 µM), inactives show top-dose activity change, negative = cytotoxicity, usual class: cytotoxic | actives 0.76% (n = 410,000); note: some results filed as inactive show a strong effect at the top dose
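HepG2 CAGA-GFP cells (1000/well, DMEM with 1% FBS) received compound, then TGF-beta at 500 pg/mL final, and were incubated 18 hours at 37 degrees C. Viability was read by CellTiter-Glo luminescence. Media-only wells were set as complete cell-killing and DMSO as no toxicity.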
Nrf2 ARE act: activators of Nrf2 (ARE) signaling. actives 0.31% (n = 410,000). AREc32 ARE-luciferase reporter (MCF7-derived line), luminescence, 24 h. Potency, µM (doses to about 46.1 µM), without a hit: at the top dose activation, most hits filed as activators; note: % of control where 0% means no effect; nearly all actives have a fitted effect of over 65% in size
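AREc32 cells carrying an ARE-driven firefly luciferase reporter were seeded at 1000 cells/well in OPTI-MEM with 5% FBS, then exposed to compound for 24 hr at 37 deg C. Luminescence was read with Steady-Glo after 30 min at RT.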
ATXN2 expr inh: reduces ATXN2 reporter expression in HEK-293 cells | actives 0.72% (n = 360,000) | AID 1745845 | Potency, µM (doses to about 57 µM), without a hit: at the highest dose activity change, negative = inhibition, most hits filed as inhibitors | HEK-293 ATXN2-luciferase reporter, luminescence, 24 h; note: % is set by controls: 0 for no effect and ±100 for the full control effect; nearly all actives have a fitted effect of over 55% in size
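qHTS (up to 57 uM final) was run with 24 h compound exposure of reporter cells at 37 °C. Each well was multiplexed: SteadyGlo luminescence measured ATXN2-luciferase expression after a fluorogenic Gly-Phe-AFC viability readout (25 uM final).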
Active calls of the source: *; i = inactive; ? = inconclusive; . = no result given; & = joins results of further samples; [ ] = another dose, or the depositor's remark. Calls come from the whole dose curve; as a rule, active = well fitted curve in the direction sought with a large enough effect; inconclusive = small, poorly fitted or top-dose-only effect, or another doubt; inactive = no such curve, though single readings can be large; an effect the other way counts as inactive or inconclusive. Potency is the fitted concentration of half-maximal effect.

mol	MCF10A rereplic	Nrf2 inh	A549 viability	ATXN viability	HepG2 tox	Nrf2 ARE act	EPAC2 antagonist	ATXN2 expr inh	TGFb inhibitor
C/C(=N\N=C(/N)SC1CC(=O)N(c2cccc(Cl)c2)C1=O)c1cccs1 (configuration not stated)	-2.7%	-21.3%	-1.5%	i	-37.2%	20.4%	-7.2%	-14.6%	?
Clc1cccc(OCCn2ccnc2)c1	0.2%	-3.2%	5.5%	i	-44.5%	0.1%	-1.1%	-7.8%	-10.0%
CC1CCc2cc(F)ccc2N1C(=O)CSc1nnc(-c2cccs2)n1C (configuration not stated)	8.8%	?	-14.6%	i	-4.9%	3.7%	12.6%	3.6%	11.0%
CC(=O)Nc1ccc(OC(=O)c2cc3ccccc3oc2=O)cc1	2.2%	10.3%	-8.1%	i	0.7%	-0.3%	-2.0%	5.9%	0.0%
CCc1cccc(NC(=S)N(CCN(C)C)C(C)c2ccncc2)c1 (configuration not stated)	-1.3%	5.0%	16.2%	i	-10.9%	1.0%	-4.7%	.	?
CC1(C)CC(=O)c2c(nc(SCC(=O)Nc3nsc(-c4ccccc4)n3)c(C#N)c2-c2ccccc2)C1	?	?	-20.1%	i	-6.6%	0.0%	-2.3%	5.4%	4.5%
COc1ccccc1N1CCN(C2CC(=O)N(C)C2=O)CC1 (configuration not stated)	-11.0%	2.5%	-1.9%	i	7.9%	0.2%	5.2%	9.3%	-0.2%
CCc1ccc(NC(=O)CN2CCCN(Cc3cccc(Cl)c3)S2(=O)=O)cc1	.	-9.8%	3.9%	.	-19.9%	-0.9%	.	.	0.0%
CCCc1cc(=O)[nH]c(SCC(=O)Nc2nonc2C)n1	5.9%	-14.6%	-17.1%	i	-6.4%	0.2%	12.4%	-16.1%	2.1%
CN1CCN(C(=O)c2ccc(NS(=O)(=O)c3cccc([N+](=O)[O-])c3)cc2)CC1	-2.8%	-4.9%	0.7%	i	2.8%	-0.6%	15.1%	-1.2%	-10.6%
Cc1cc(S(=O)(=O)N2CCOCC2)ccc1OCC(=O)N1CCC(C)CC1	?	-4.7%	0.4%	i	-26.6%	0.1%	7.4%	-5.3%	-1.5%
CCN(CC(O)CON=C1c2ccccc2-c2ccccc21)S(=O)(=O)c1ccc(C)cc1 (configuration not stated)	?	20.6µM*	?	i	-20.5%	-0.3%	-2.9%	?	0.0%
O=C(Nc1cc(C(F)(F)F)ccc1-n1cnc2ccccc21)c1ccccc1	3.9%	-6.9%	-2.2%	i	-12.1%	-1.2%	-8.9%	-2.8%	-1.7%
COc1cccc(-c2[nH]nc3c2C(c2ccc(C)o2)C(C#N)=C(N)O3)c1 (configuration not stated)	11.7%	-15.5%	-4.6%	i	-23.0%	?	1.5%	1.2%	-6.1%
CCN(CC(=O)NCc1cccs1)C(=O)/C=C/c1ccc(OC)c(OC)c1	-9.9%	-15.9%	9.6%	i	-10.3%	-0.7%	-1.9%	1.0%	5.0%
O=C(Cn1nnc2ccccc21)OCC(=O)c1ccc(Cl)c(Cl)c1	-3.2%	2.9%	-3.4%	i	10.0%	-0.2%	0.0%[57.1 µM]	2.2%	-1.6%
COc1ccc([N+](=O)[O-])cc1NC(=O)CCc1ccccc1	0.9%	-8.8%	-2.5%	?	-15.4%	6.5%	0.8%	-5.7%	0.0%
CC1(C)Cc2cccc(OCC(=O)N3CCN(S(=O)(=O)c4ccc(F)cc4)CC3)c2O1	-0.6%	3.0%	11.4%	i	-7.4%	-0.1%	-4.4%	-11.4%	-4.0%
O=C(O)c1cc(N/N=C2/CC(c3ccccc3)Oc3ccccc32)ccc1Cl (configuration not stated)	?	18.6%	0.0%	i	-14.1%	19.4%	0.6%	23.9%	-2.2%
CCN1CCN(C(=O)c2oc(=O)c3ccccc3c2-c2ccc(C)cc2)CC1	9.9%	-2.7%	3.4%	i	-29.0%	-0.8%	0.7%	2.5%	10.1%
CCn1ncc(Br)c1C(=O)Nc1ccc2c(c1)OCCO2	-0.6%	?	16.0%	i	-23.2%	2.7%	8.0%	11.6%	-4.2%
O=C(CSc1nnc(-c2cccnc2)n1Cc1ccco1)NCc1ccc2c(c1)OCO2	6.4%	-24.8%	-4.6%	i	-10.9%	-0.5%	11.4%	5.7%	5.2%
CCOc1ccc(-c2nnc(-c3ccccc3)n2-c2ccccc2)cc1	?	0.0%	-6.8%	i	0.9%	0.4%	-1.6%	29.0%	-13.9%
CCN(CC)c1ccc(-c2c(C#N)c(N)nc(OC)c2C#N)cc1	?	-27.9%	11.1%[1.84 µM]	i	-20.5%	2.2%	1.4%	0.1%	17.4%
CC(OC(=O)c1ccccc1)C(=O)NCCC1=CCCCC1 (configuration not stated)	-23.3%	11.5%	1.5%	i	5.5%	0.1%	3.3%	20.5%	0.7%
Cc1cc(SCC(=O)N/N=C/c2ccc(O)cc2O)nc2ccccc12	18.3%	-3.3%	-2.2%	i	-11.7%	0.3%	-5.5%	12.6µM*	-11.2%
CC1(Oc2ccc(Cl)cc2)CCN(Cc2ccc(OC(F)(F)F)cc2)C1 (configuration not stated)	.	.	.	i	-19.0%	0.6%	-9.1%	7.5%	-11.4%
c1ccc(-n2ncc3c(NCc4ccccn4)ncnc32)cc1	3.2%	5.2%	-0.7%	i	-9.4%	4.5%	-3.1%	52.0%[activator]	4.5%
Nc1nnc(SCCOc2ccc(Br)cc2)s1	8.3%	?	-11.3%	i	-18.3%	2.3%	-2.3%	27.0%	-2.4%
COC(=O)N(C)C[C@@H]1OCc2cnnn2CCCC(=O)N([C@@H](C)CO)C[C@@H]1C	.	.	.	i	4.6%	-0.1%	3.0%	1.6%	9.9%
O=C(Nc1nc2cc3c(cc2s1)OCO3)c1ccco1	?	?	-0.5%	i	-38.7%	-1.4%	6.6%	?	-18.2%
Cc1cccc(NC(=O)c2ccc(S(=O)(=O)NCc3cccnc3)cc2)c1C	1.1%	?	-3.5%	i	-37.4%	-0.3%	-3.1%	-10.0%	?
O=C(c1ccccc1)N1CCc2cc(CNS(=O)(=O)c3ccccc3Cl)ccc21	.	.	-14.4%	.	-41.1%	0.6%	.	.	-28.8%
Cc1cc(NC(=O)COC(=O)COc2ccc(Cl)c(C)c2)no1	.	.	.	i	-1.0%	-0.8%	2.4%	.	-3.6%
COc1ccccc1NC(=O)N(Cc1ccco1)Cc1cc2cccc(C)c2[nH]c1=O	?	-18.1%	-12.4%	i	-21.9%	7.1%	2.4%[57.1 µM]	-11.0%	?
Cc1ccc(NC(=O)C2C(=O)N(CCO)C3(C)CC2c2ccccc2O3)cc1 (configuration not stated)	-6.5%	?	3.5%[1.84 µM]	i	-28.3%	1.9%	-3.4%	49.5%[activator]	2.9%
CCCCC(CCC(=O)Nc1cc([N+](=O)[O-])ccc1O)C(=O)O (configuration not stated)	-3.6%	-10.2%	?	i	12.5%	0.4%	-3.2%	-17.9%[11.3 µM]	18.5%
O=C1NC[C@@H](CCCCN2CCN(Cc3ccccc3)C(=O)C2=O)N(Cc2ccccc2)C1=O	.	.	.	i	.	-1.1%	-7.9%	1.9%	.
c1ccc(OCCNc2nc(NCC3CC3)nc3ccsc23)cc1	.	.	.	?	-35.7%	3.9%	-14.3%	-33.8%	?
O=C(Oc1ccccc1)N(c1ccccc1)c1ccccc1	-1.2%	10.3%	0.2%	i	16.4%	-0.5%	-3.7%	10.2%	-2.5%
O=S1(=O)CC(N2CC=CC2)CN1Cc1cn(Cc2ccc(F)cc2)nn1 (configuration not stated)	.	.	.	i	.	-0.3%	0.7%	1.5%	.
O=S1(=O)CCOCCCN1Cc1cccc(C(F)(F)F)c1	2.3%	3.9%	-1.1%	i	3.2%&6.9%	1.2%	-0.8%	6.5%	0.8%&12.6%
N#Cc1ccc(NC(=O)COC(=O)c2cccc(S(=O)(=O)N3CCCC3)c2)cc1	.	.	.	i	-2.8%	-0.5%	-4.7%	.	-1.4%
CSc1nc(Oc2ccc(F)cc2F)cc(C(F)(F)F)n1	-3.6%	.	-1.1%	i	-32.8%	-0.8%	-4.9%	4.1%	-8.8%

In the list so far, 4 have a CF3 group:
mol	MCF10A rereplic	Nrf2 inh	A549 viability	ATXN viability	HepG2 tox	Nrf2 ARE act	EPAC2 antagonist	ATXN2 expr inh	TGFb inhibitor
O=C(Nc1cc(C(F)(F)F)ccc1-n1cnc2ccccc21)c1ccccc1	3.9%	-6.9%	-2.2%	i	-12.1%	-1.2%	-8.9%	-2.8%	-1.7%
CC1(Oc2ccc(Cl)cc2)CCN(Cc2ccc(OC(F)(F)F)cc2)C1 (configuration not stated)	.	.	.	i	-19.0%	0.6%	-9.1%	7.5%	-11.4%
O=S1(=O)CCOCCCN1Cc1cccc(C(F)(F)F)c1	2.3%	3.9%	-1.1%	i	3.2%&6.9%	1.2%	-0.8%	6.5%	0.8%&12.6%
CSc1nc(Oc2ccc(F)cc2F)cc(C(F)(F)F)n1	-3.6%	.	-1.1%	i	-32.8%	-0.8%	-4.9%	4.1%	-8.8%

Part of the list above, limited to Nrf2 inh, MCF10A rereplic and Nrf2 ARE act:
mol	Nrf2 inh	MCF10A rereplic	Nrf2 ARE act
CC(OC(=O)c1ccccc1)C(=O)NCCC1=CCCCC1 (configuration not stated)	11.5%	-23.3%	0.1%
O=C1NC[C@@H](CCCCN2CCN(Cc3ccccc3)C(=O)C2=O)N(Cc2ccccc2)C1=O	.	.	-1.1%
COc1ccc([N+](=O)[O-])cc1NC(=O)CCc1ccccc1	-8.8%	0.9%	6.5%

Complete entries, looked up by structure. Order of values: MCF10A rereplic | Nrf2 inh | A549 viability | ATXN viability | HepG2 tox | Nrf2 ARE act | EPAC2 antagonist | ATXN2 expr inh | TGFb inhibitor
CSc1nc(Oc2ccc(F)cc2F)cc(C(F)(F)F)n1 as listed: -3.6% | . | -1.1% | i | -32.8% | -0.8% | -4.9% | 4.1% | -8.8%
O=C1NC[C@@H](CCCCN2CCN(Cc3ccccc3)C(=O)C2=O)N(Cc2ccccc2)C1=O as listed: . | . | . | i | . | -1.1% | -7.9% | 1.9% | .

Not all compounds are listed; count on the stated rates, not on these rows.
